Pol iota inh = DNA polymerase iota (human) inhibition. AID 588590. Potency, µM (top dose mostly 115 µM), for the others: top-dose activity, negative = inhibition, most hits filed as inhibitors. hit rate 1% among 390,000. Pol iota fluorescent replication assay, 10 min
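Fluorescent replication assay read twice, at 0 min and 10 min after adding 50 nM (final) substrate. Enzyme (10 nM) and compounds were first incubated 15 min at room temperature; enzyme-free buffer wells were negative controls.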
BAZ2B inh = BAZ2B (human) inhibition. hit rate 4.4% among 360,000. Potency, µM (series often up to 114 µM), for the others: at the top dose activity change, negative = inhibition, most hits filed as inhibitors. Q9UIF8. AlphaScreen BAZ2B-H3K14Ac peptide displacement; further: on the % scale 0 is the no-effect control and ±100 the full control effect; nearly all actives have a fitted effect of over 60% in size
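Protein-peptide AlphaScreen: BAZ2B 50 nM, b-H3K14Ac 50 nM, 1x PBS pH 7.4 + 0.01% Tween-20. Preincubation 30 min RT; cpd 30 min RT (top 110 uM); beads 20 min RT, light-protected.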
BLM inh = inhibitors of human Bloom syndrome helicase BLM | Potency, µM (highest dose often 56.1 µM), inactives show at the top dose activity change, negative = inhibition, hits mostly inhibitors | recombinant BLM DNA unwinding, fluorescence dequenching | hit rate 0.2% among 350,000 | AID 2528 | P54132;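 further: plate controls were vehicle for no effect and no enzyme for full effect; nearly all actives have a fitted effect of over 35% in size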
Target sequence (P54132 whole entry, looked up): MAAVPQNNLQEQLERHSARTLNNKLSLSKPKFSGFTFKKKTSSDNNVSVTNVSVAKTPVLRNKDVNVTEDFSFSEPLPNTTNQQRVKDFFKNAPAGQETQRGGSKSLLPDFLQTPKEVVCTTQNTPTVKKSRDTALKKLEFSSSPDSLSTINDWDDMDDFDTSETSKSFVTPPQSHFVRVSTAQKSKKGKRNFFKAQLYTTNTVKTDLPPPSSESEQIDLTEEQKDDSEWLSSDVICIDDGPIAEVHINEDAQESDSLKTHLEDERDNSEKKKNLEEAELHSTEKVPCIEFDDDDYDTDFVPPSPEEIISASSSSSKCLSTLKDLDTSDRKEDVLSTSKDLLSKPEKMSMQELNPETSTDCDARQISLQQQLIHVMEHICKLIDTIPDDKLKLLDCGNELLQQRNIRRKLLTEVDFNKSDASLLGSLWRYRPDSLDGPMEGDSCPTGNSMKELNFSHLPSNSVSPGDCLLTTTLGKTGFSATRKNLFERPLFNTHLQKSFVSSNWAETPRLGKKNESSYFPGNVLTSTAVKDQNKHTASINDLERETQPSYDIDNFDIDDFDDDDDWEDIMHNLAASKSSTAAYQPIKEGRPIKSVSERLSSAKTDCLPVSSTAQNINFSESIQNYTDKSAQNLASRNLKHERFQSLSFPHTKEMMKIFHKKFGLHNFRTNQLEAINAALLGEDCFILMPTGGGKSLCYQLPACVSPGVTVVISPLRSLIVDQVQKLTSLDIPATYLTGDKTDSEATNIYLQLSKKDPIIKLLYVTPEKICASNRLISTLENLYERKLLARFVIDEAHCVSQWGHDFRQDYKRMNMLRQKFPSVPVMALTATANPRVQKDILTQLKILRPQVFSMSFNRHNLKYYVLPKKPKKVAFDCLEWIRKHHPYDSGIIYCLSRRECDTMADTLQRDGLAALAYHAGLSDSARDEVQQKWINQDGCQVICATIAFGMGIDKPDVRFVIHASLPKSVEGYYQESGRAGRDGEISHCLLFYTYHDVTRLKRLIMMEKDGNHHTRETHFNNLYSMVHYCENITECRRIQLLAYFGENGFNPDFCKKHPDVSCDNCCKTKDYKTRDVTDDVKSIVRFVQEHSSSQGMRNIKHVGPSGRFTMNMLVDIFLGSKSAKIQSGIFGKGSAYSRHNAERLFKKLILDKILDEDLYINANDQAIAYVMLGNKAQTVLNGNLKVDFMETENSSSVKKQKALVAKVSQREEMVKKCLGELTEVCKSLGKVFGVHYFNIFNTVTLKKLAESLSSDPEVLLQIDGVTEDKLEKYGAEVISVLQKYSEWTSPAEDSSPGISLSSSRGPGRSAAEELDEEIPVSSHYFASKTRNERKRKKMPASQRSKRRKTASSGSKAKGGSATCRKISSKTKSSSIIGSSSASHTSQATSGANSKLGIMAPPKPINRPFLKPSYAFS
G9a inh = inhibitors of human histone lysine methyltransferase G9a | Potency, µM (series often up to 102 µM), inactives show at the top dose activity, negative = inhibition, most hits filed as inhibitors | Q96KQ7 | hit rate 8.8% among 350,000 | G9a H3K9 monomethylation, AlphaScreen, 2 h; further: on the % scale 0 is the no-effect control and ±100 the full control effect; nearly all actives have a fitted effect of over 75% in size
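Step 1: enzyme (final 20 nM) with compound, 15 min RT. Step 2: substrate peptide 500 nM and SAM 20 uM, 2 h RT. Step 3: anti-H3K9me1 antibody and AlphaScreen beads, 10 min, then plate read.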
Pol kappa inh = blocks human DNA polymerase kappa activity. Q9UBT6. AID 588579. hit rate 0.53% among 400,000. purified Pol kappa, fluorescent DNA synthesis assay, 10 min. Potency, µM (highest dose often 107 µM), for inactives: at the top dose activity, negative = inhibition, most hits filed as inhibitors; further: on the % scale 0 is the no-effect control and ±100 the full control effect
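Fluorescent qHTS in 1536-well format: enzyme (10 nM) and compound sat 15 min at room temperature before 50 nM substrate (final) was added. Signal taken at 0 and 10 min; no-enzyme buffer wells were negative controls.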
JMJD2A Tudor = JMJD2A Tudor domain (human) inhibition; O75164; AlphaScreen JMJD2A-Tudor / H3K4me3 peptide binding; Potency, µM (top dose mostly 114 µM), inactives show at the highest dose activity change, negative = inhibition, most hits filed as inhibitors; hit rate 4.4% among 390,000; further: on the % scale 0 is the no-effect control and ±100 the full control effect; nearly all actives have a fitted effect of over 50% in size
POLH inh = DNA polymerase eta (human) inhibition. Q9Y253. recombinant Pol eta, fluorescent DNA replication assay. Potency, µM (titrated, usually from 114 µM), for the others: at the top dose activity change, negative = inhibition, actives largely listed as inhibitors. hit rate 1.2% among 390,000. AID 588591; further: on the % scale 0 is the no-effect control and ±100 the full control effect
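Pol eta at 10 nM preincubated with compounds 15 min at room temperature; reaction started with fluorescent substrate (50 nM final) and read kinetically at 0 and 10 min.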
Pol beta inh = DNA polymerase beta (human) inhibition | P06746 | Pol beta primer extension/strand displacement, fluorescence kinetic | Potency, µM (titrated, usually from 114 µM), for the others: at the top dose activity change, negative = inhibition, hits mostly inhibitors | hit rate 1.3% among 340,000 | AID 485314; further: on the % scale 0 is the no-effect control and ±100 the full control effect
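Pol beta (10 nM) and compounds were preincubated 15 min at room temperature, then 50 nM substrate (final) started primer extension/strand displacement. Reads were taken at 0 and 10 min; concentration-response data were fitted to a four-parameter Hill equation.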
APEX1 inh = blocks human APE1 abasic DNA cleavage; hit rate 0.35% among 350,000; AID 2517; recombinant APE1, TAMRA/BHQ-2 abasic DNA cleavage fluorescence; Potency, µM (top dose mostly 65.8 µM), for the others: top-dose activity change, negative = inhibition, hits mostly inhibitors; P27695;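 further: plate controls were vehicle for no effect and reference inhibitor for full effect; nearly all actives have a fitted effect of over 55% in size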
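Kinetic fluorescence read (525 ex/598 em nm, three reads 60 s apart) of AP-site incision; signal = third minus first read. Enzyme 0.75 nM, dual-labelled THF duplex 50 nM, compound preincubation 15 min RT.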
* hit, by the source's call; u = inconclusive; x = not tested or not shown; [ ] = another dose, or the depositor's remark. The call rests on the fitted dose curve; in most records, active means well fitted curve in the direction sought with a large enough effect; inconclusive means small, poorly fitted or top-dose-only effect, or another doubt; inactive means no such curve, though single readings can be large; an effect the other way counts as inactive or inconclusive. Potency means the concentration at half of the fitted maximal effect.

Second line of a record: Pol iota inh	BAZ2B inh	BLM inh	G9a inh	Pol kappa inh	JMJD2A Tudor	POLH inh	Pol beta inh	APEX1 inh
COC(=O)c1cc(S(=O)(=O)NCCc2ccc(Cl)cc2)c[nH]1
  7%	3%	-1%	12%	-5%	-10%	-24%	16%	-10%
O=C(Cc1ccc(S(=O)(=O)N2CCOCC2)s1)Nc1ccc(N2CCOCC2)cc1
  59%[activator]	x	-9%	u	1%	-27%[57.1 µM]	-23%	32µM*	-13%
O=C(NCc1ccccn1)Nc1ccccc1Cl
  -9%	3%	0%	x	4%	1%	-10%	37%	-14%
CC(=O)c1ccc(-n2c(C)ccc2-c2ccccc2)cc1
  -9%	-27%	-4%	u	-9%	-20%	-7%	11%	-2%
COC(=O)c1cc(S(=O)(=O)Nc2cccc(-c3cnco3)c2)oc1C
  5%	-12%	-5%	21%	16%	-9%	-8%	23%	22%
CCC(=O)N1CCc2cc(S(=O)(=O)NC(Cc3ccccc3)C(=O)Nc3nccs3)ccc21 (stereo unspecified)
  13%	-23%	5%	7%	-7%	-23%	-4%	-9%	6%
CN1CCN(C(=O)/C=C\C(=O)O)CC1
  14%	5%	-2%	10%[59 µM]	-3%	-6%	3%	-2%	-9%
CCOC(=O)c1nn(-c2cccc(Cl)c2)c2nc(Nc3ccccc3)cc(=O)n12
  16%	-10%	3%	14%	2%	-11%	-12%	12%	22%
O=C(Cn1cc(S(=O)(=O)Cc2cccc(Cl)c2)c2ccccc21)Nc1ccccc1C(F)(F)F
  2%	-12%	-5%	-2%[59 µM]	7%	-1%	17%	3%	x
C/C(=C\c1ccccc1)CN1CCC(C(=O)N2CCC(C)CC2)CC1
  u	u	4%	10µM*	-6%	-1%[11.4 µM]	2%	0%	2%
CC[C@@]12C(=O)N(c3cccc(F)c3)C(=O)N1[C@H](c1ccc(OC)cc1)[C@@H]1C(=O)N(C(C)(C)C)C(=O)[C@@H]12
  31%[activator]	12%	x	-7%[2.33 µM]	-13%	-12%	-9%	x	19%
CC1CCC2(CC1)N=C(c1ccccc1)C(=O)N2CC(=O)Nc1ccc(F)c(Cl)c1 (stereo unspecified)
  16%	-10%	-12%	7%[59 µM]	-13%	-13%	x	9%	x
COc1ccc(S(=O)(=O)N2CCC(C(=O)Nc3ccc4c(c3)OCCO4)CC2)cc1OC
  5%	0%	-3%	-30%	-16%	-19%	-6%	-3%	2%
Cc1cc(N2CCN(c3nnnn3-c3ccccc3)CC2)n2ncnc2n1
  3%	0%	1%	u	1%	17%	-14%	14%	0%
CCOC(=O)CN(C(=O)Cn1nnc2ccccc21)C(C(=O)NCCOC)c1ccccc1C (stereo unspecified)
  -21%	x	-2%	24%[59 µM]	-11%	-9%	-11%	-1%	3%
COc1ccc(Cl)cc1NC(=O)Cn1ccn(-c2cc(C)cc(C)c2)c(=O)c1=O
  12%	-39%	-1%	-3%[59 µM]	6%	-12%	-21%	9%	x
O=C(COc1cccc(Cl)c1)Nc1cc(S(=O)(=O)N2CCOCC2)ccc1N1CCOCC1
  -4%	-25%	-2%	-5%	-8%	-31%	-9%	-2%	5%
COc1cccc(CCNC(=O)c2cnc3sc(N4CCCCCC4)nn3c2=O)c1
  23%	-1%	2%	-6%[59 µM]	-2%	-9%	-7%	11%	x
CCN(CC(=O)Nc1c(F)cccc1F)C(=O)C1CCN(S(=O)(=O)c2ccc(C)cc2C)CC1
  -19%	19%	x	2%	3%	-5%	-3%	x	-3%
CC(C)(C)c1ccc(C(=O)Nc2ccccc2C(=O)OCc2cc(=O)n3ccsc3n2)cc1
  9%	-7%	0%	20%[59 µM]	3%[60.1 µM]	-10%	-13%	-1%	x
COc1nnc(-c2ccc(N3CCOCC3)c(NC(=O)c3ccc(C)cc3)c2)c2ccccc12
  9%	u	-6%	-49%[59 µM]	-5%	-33%	4%	u	4%
CCOC(=O)N1CCN(C(=O)c2cc3ccccc3o2)CC1
  42%[activator]	2%	-6%	-14%	-11%	-12%	-11%	1%	-6%
COc1cc2c(c3oc(-c4ccccc4)cc(=O)c13)C=CC(C)(C)O2
  -2%	u	-2%	9%[59 µM]	7%	-34%	-9%	8%	-3%
CCN(CC)S(=O)(=O)c1ccc(N2CCCC2)c(NC(=O)c2ccncc2)c1
  2%	-1%	-9%	32µM*	8%	-20%	-9%	u	3%
COc1cccc(CC(=O)NNC(=O)c2c(-c3ccccc3)noc2C)c1
  8%	-12%	1%	2%	-8%	-7%	-4%	2%	-3%
CNC(=O)NNC(=O)c1csc(-c2ccc(C(F)(F)F)cc2Cl)n1
  -11%	-12%	1%	x	-4%	-11%	3%	1%	0%
O=C(Nc1ccccc1-c1ccccc1)C1CCCCC1
  89µM*	5%	0%	28%[59 µM]	-9%	5%	-10%	29%	-4%
CC(C)Oc1ccc(C(=O)Nc2ccc(N(C)C)cc2)cc1
  58%[activator]	12%	-3%	3.5µM*	5%	u	-11%	5%	2%
CCOC(=O)C1=C(COC(=O)CSc2ccc(C)cc2C)NC(=O)NC1C (stereo unspecified)
  20%	9%	x	0%	-11%	-15%	-19%	x	9%
Cn1c2ccccc2c2cc(/C=N/NC(=O)c3ccccc3F)ccc21
  u	4%	-2%	x	-2%	-1%	-9%	16%	-9%
Cc1nc2nc(NC(=O)c3ccc(F)cc3)[nH]n2c(=O)c1Cc1ccccc1
  -25%	-9%	1%	-42%[59 µM]	6%	-32%	14%	14%	x
COc1cc([N+](=O)[O-])ccc1Nc1nc(C)cc(C)n1
  74%[activator]	-18%	-5%	17%[12.7 µM]	4%	-16%	-16%	6%	5%
O=C(NCCOc1ccccc1)C1CCC(=O)N(CCc2ccc(Cl)cc2)C1 (stereo unspecified)
  17%	-19%	1%	u	-7%	-3%	-19%	1%	39%[activator]
Cc1cc(NC(=O)c2ccco2)cc(-c2nc3ccccc3o2)c1O
  -15%	-14%	-3%	-12%[59 µM]	7%	-13%	3%	50%	x
Cc1ccsc1C(=O)N(C)C1CCS(=O)(=O)C1 (stereo unspecified)
  0%	6%	x	2%[12.7 µM]	-24%	9%	-8%	x	18%
NC(=O)[C@@H]1CCCN1Cc1c(C(=O)N2CCc3ccccc3C2)nc2ccc(Cl)cn12
  21%	0%	-2%	12%	-9%	-12%	-13%	22%	2%
COc1cc(-c2cc(C(=O)OCC(=O)Nc3ccc4c(c3)OCO4)c3ccccc3n2)cc(OC)c1OC
  10%	3%	-16%	60%[activator]	6%	-4%	-5%	26%	-1%
COc1ccc(C(=O)Nc2ccccc2-c2nc3ccccc3s2)cc1OC
  -4%	-7%	-3%	-1%[59 µM]	-10%	21%	-16%	2%	x
Cc1sc2nc(CSCC(=O)NC(C)(C)C)[nH]c(=O)c2c1C
  50%[activator]	-17%	-8%	-7%	-1%	-15%	-6%	-2%	1%
Cc1cc(C)n(-c2ccc(NC(=O)C3CCCCN3C(=O)c3cc(C)oc3C)cc2)n1 (stereo unspecified)
  15%	-13%	-3%	u	6%	-27%	-18%	10%	-11%
Cc1ccc2c(=O)cc(C(=O)NC3CCS(=O)(=O)C3)oc2c1 (stereo unspecified)
  20%	-4%	-1%	u	10%	10%	7%	50%	12%
CCOC(=O)N1CCN(C(=O)C(=O)NNC(=O)COc2ccc(Cl)cc2)CC1
  27%	-34%	4%	-4%[59 µM]	-7%	9%	-21%	41%	2%
CNCC(O)CN(c1ccccc1)c1ccccc1 (stereo unspecified)
  25%	-10%	3%	-13%	-6%	u	-5%	24%	-13%
CCC(=O)Nc1ccc2nc(SCC(=O)N3CCOCC3)sc2c1
  u	10%	-6%	-26%	-5%	-4%	-4%	-10%	2%
O=C(O)Cn1cc(/C=C2/SC(=O)N(CC(=O)N3CCCCCC3)C2=O)c2ccccc21
  u	-33%	-3%	u	-8%	-25%	-18%	-1%	u
COc1ccc(NC(=O)c2ccc3c(c2)n(C)c(=O)n3C)cc1
  -28%	u	1%	10%	-2%	-10%	-14%	7%	0%
CCN(CC)CCNC(=O)c1cc2c(=O)n(C)c3cc(Cl)ccc3c2s1
  -19%	x	60%[activator]	-14%[59 µM]	-3%	-9%	-2%	23%	x
COc1cccc(OC)c1C(=O)NC(=S)Nc1cc(-c2nc3ccccc3[nH]2)ccc1Cl
  -13%	-11%	-3%	u	1%	-36%	-15%	32%	16%
Cc1sc2ncnc(N3CCN(Cc4ccccc4)CC3)c2c1-c1ccc(F)cc1
  107%[activator]	-32%	-4%	1%	0%	-8%	-28%	6%	19%
Cc1c(NC(=O)C(=O)/C=C(\O)c2ccc(Cl)cc2)c(=O)n(-c2ccccc2)n1C
  1%	u	1%	-18%[59 µM]	-19%	13µM*	-7%	0%	-6%
O=C(Nc1cccc(S(=O)(=O)N2CCOCC2)c1)c1cn(-c2ccccc2)nc1-c1ccc(F)cc1
  119%[activator]	-1%	-8%	3%[59 µM]	-4%	-7%	3%	8%	0%
CCOC(=O)c1c(NC(=O)c2ccc(S(=O)(=O)N3CCOCC3)cc2)sc2c1CCN(C(C)C)C2
  -11%	-22%	11%	7%[0.0925 µM]	-8%	u	-10%	26%	-4%
COc1ccc(NC(=O)CSc2nnnn2C2CCCC2)cc1
  8%	-4%	-8%	x	-2%	-1%	-17%	50%	-6%
CCN=C1SCC(=O)N1c1ccc(OC)cc1
  8%	2%	-1%	10%[59 µM]	-3%	-14%	-12%	1%	3%
COC(=O)Cc1ccc(NC(=S)NCCCO)cc1
  10%	-3%	0%	6%[12.7 µM]	-2%	-11%	-13%	-15%	0%

Taken from above:
O=C(O)Cn1cc(/C=C2/SC(=O)N(CC(=O)N3CCCCCC3)C2=O)c2ccccc21 in JMJD2A Tudor → -25%
Cc1sc2ncnc(N3CCN(Cc4ccccc4)CC3)c2c1-c1ccc(F)cc1 in G9a inh → 1%
CCN=C1SCC(=O)N1c1ccc(OC)cc1 in BLM inh → -1%

Source: PubChem BioAssay (National Center for Advancing Translational Sciences (NCATS))

These rows are one share of the data; rates above refer to the full screens.
